Assay outcomes deposited in PubChem by several laboratories.
H69AR inhibit: blocks growth of human H69AR lung tumor cells | H69AR lung tumor viability, ATP luminescence, 72 h; stronger effect = lower value | viability, % at 10 µM | 85,000 tested, 6% active | AID 598;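 active = viability at or below 40%; inactive = viability above 40%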;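 note: multidrug resistant small cell line overexpressing MRP-1 efflux transporter; 100% = mean luminescence of untreated control wells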
sEH inh: soluble epoxide hydrolase (human) inhibition. P34913. recombinant human sEH enzymatic activity assay. inhibition, % at 2 µM. 91,000 tested, 0.34% active; in the data active = inhibition above about 80%; note: values of inactives mirror those of a sister screen read the other way; many of its hits are not listed in these tables
Target sequence (P34913 whole entry, looked up): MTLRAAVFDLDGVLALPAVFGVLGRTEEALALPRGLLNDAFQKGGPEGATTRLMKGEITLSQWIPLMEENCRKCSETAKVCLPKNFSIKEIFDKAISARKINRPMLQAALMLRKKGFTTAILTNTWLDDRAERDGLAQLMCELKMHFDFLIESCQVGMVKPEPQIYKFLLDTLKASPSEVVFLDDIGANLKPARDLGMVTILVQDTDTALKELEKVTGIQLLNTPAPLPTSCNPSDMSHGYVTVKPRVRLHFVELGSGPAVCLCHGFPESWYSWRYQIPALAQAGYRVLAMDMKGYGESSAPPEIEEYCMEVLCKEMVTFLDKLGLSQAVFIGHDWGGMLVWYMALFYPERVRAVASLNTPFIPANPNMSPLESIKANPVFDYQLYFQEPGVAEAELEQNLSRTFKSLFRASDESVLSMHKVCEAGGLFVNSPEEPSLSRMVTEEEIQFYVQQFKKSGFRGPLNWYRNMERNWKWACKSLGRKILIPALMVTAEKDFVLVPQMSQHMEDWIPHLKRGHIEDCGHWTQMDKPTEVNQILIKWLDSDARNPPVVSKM
PTPN22 act: activators of human LYP (PTPN22) phosphatase; Q9Y2R2; recombinant LYP, DiFMUP fluorescence; 0 = plate median, 100 = signal doubled; activation, % at 2 µM; 96,000 tested, 0.11% active;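 active = activation at 2 µM above a set limit, the mean plus 5 SD, cut at about 37% in these data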
PostGolgi ctrl: growth of the yeast control strain, post-Golgi counter-screen. efflux-deficient yeast background strain, growth absorbance A615, 16 h. inhibition, % at 10 µM. 98,000 tested, 5% active. AID 738; in the data active = inhibition above about 30%
S1P2 antag: S1P2 (human) receptor antagonism | cell-based S1P2 antagonist assay, inhibition at 5 uM | AID 736 | O95136 | inhibition, % at 5 µM | 97,000 tested, 0.21% active; in the data active = inhibition above about 45%;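 note: CRE beta-lactamase reporter cells expressing human S1P2 stimulated with S1P; 0% = agonist at EC80 alone and 100% = agonist plus reference antagonist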
Target sequence (O95136 whole entry, looked up): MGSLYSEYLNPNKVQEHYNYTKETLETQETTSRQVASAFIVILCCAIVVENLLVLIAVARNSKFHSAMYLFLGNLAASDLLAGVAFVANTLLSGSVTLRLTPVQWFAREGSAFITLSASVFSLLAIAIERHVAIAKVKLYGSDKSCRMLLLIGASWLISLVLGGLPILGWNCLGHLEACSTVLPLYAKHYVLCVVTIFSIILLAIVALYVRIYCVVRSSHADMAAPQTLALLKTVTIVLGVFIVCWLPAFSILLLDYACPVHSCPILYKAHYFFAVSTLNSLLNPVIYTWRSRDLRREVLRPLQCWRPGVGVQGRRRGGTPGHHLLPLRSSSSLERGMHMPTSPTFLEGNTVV
HUVEC inhibit: blocks proliferation of human endothelial cells. HUVEC proliferation, CellTiter-Glo luminescence, 72 h; stronger effect = lower value. viability, % at 10 µM (by protocol). 86,000 tested, 1.1% active. AID 648;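 active = viability at or below 30%; inactive = viability above 30%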;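 note: 100% = median luminescence of DMSO-only cell control wells on each plate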
Lung fibro prol: blocks proliferation of human lung fibroblasts | viability, % at 10 µM | 85,000 tested, 1.1% active | LL 47 human lung fibroblast viability, ATP luminescence; stronger effect = lower value | AID 719;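 active = viability at or below 50% in the single dose screen; inactive = viability above 50%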;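 note: compound exposure lasted 72 h before the ATP readout; 100% = median luminescence of untreated cell-only wells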
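Assay system: human lung fibroblast line LL 47, low passage. Input: 1,150 fibroblasts seeded per well. Times: overnight cell rest, 72 h compound treatment at 37 °C. Evaluation: % viability of median cell-only signal. Technique: luminescent ATP detection, CellTiter-Glo. Control set: cell-only wells, no compound.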
sEH act: activators of human soluble epoxide hydrolase; P34913; 91,000 tested, 0.04% active; purified human sEH enzymatic activity, activator screen; activation, % at 2 µM; in the data active = activation above about 37%; note: values of inactives mirror those of a sister screen read the other way
S1P2 agonist: activates the human S1P2 receptor; O95136; S1P2-expressing cell line, agonist reporter read-out; activation, % at 4.5 µM; 97,000 tested, 0.46% active; in the data active = activation above about 16%;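 note: 0% = vehicle low control and 100% = maximal reference agonist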
Active calls of the source: *; . = no result given.

SMILES	H69AR inhibit	sEH inh	PTPN22 act	PostGolgi ctrl	S1P2 antag	HUVEC inhibit	Lung fibro prol	sEH act	S1P2 agonist
CCn1cc(C2=NCCO2)c2ccccc21	94	11	4	-4	-5	98	97	-12	-9
CCOC(=O)N1CCN(C(=O)c2cn(CC)c3ccc(S(=O)(=O)N4CCCC4)cc3c2=O)CC1	99	5	-4	1	-13	103	97	-4	-4
CC12CCC(C(=O)NCc3ccc(Cl)cc3)(OC1=O)C2(C)C (configuration not stated)	88	-14	5	4	-7	90	89	13	-3
Cc1ccc2oc(=O)c3cnn(CC(=O)N4CCCCCC4)c3c2c1	89	.	7	5	14	108	96	.	-4
CC1(C)CC(=O)CC(=Nc2ccc(C(=O)O)cc2)C1	98	-1	7	-7	-3	96	108	1	-2
O=C(COC(=O)c1cnccn1)NCc1ccccc1	94	14	-4	-2	0	96	104	-16	-4
Cn1nc(-c2ccccc2)c(-c2nc(-c3ccccc3Cl)no2)c1Cl	81	6	2	12	-8	90	90	-8	-7
Cc1ccccc1Cn1cc(S(=O)(=O)CC(=O)N2CCCCC2)c2ccccc21	86	2	-4	.	8	80	87	-1	-10
CCOc1ccc(NC(=O)CN(C2CCCCC2)S(C)(=O)=O)cc1	64	-17	5	-3	-11	76	97	20	-3
CCOC(=O)Cc1c(C)nc2c(-c3ccc(Cl)cc3)c(C)[nH]n2c1=O	39*	5	4	4	-5	64	72	-5	-7
CCCCNC(=O)c1cccc(C(=O)NCCCC)c1	86	6	-2	-4	24	93	97	-6	-3
Cc1cc2c3c(c1C)C1(C(=O)N3C(C)(C)CC2C)C(C#N)=C(N)OC2=C1C(=O)CC(C)(C)C2 (configuration not stated)	99	11	-6	2	2	96	99	-11	-9
CCOc1ccc(C(O)Cc2nc3ccccc3n2C)cc1 (configuration not stated)	97	3	20	.	0	115	96	0	-5
Cc1ccc(C(C(=O)NCc2ccc(F)cc2)N(C(=O)c2csnn2)C2CC2)o1 (configuration not stated)	91	-2	2	4	2	94	103	2	-4
Cc1cc(C)c2c(=O)[nH]c(=O)n(Cc3ccccc3)c2n1	87	-2	10	43*	6	78	93	6	-1
COc1ccc(C(=O)N2CCN(c3c(C)cccc3C)CC2)cc1OC	86	-4	2	9	-9	82	89	2	0
CN1CC(=O)N(CC(=O)Nc2ccc(Cl)c(C(F)(F)F)c2)C1=O	98	-8	-3	14	3	100	101	11	-4
O=C(Cc1ccccc1)Nc1scc(-c2ccccc2)c1C(=O)N1CCOCC1	91	10	3	15	15	103	96	-7	-10
CCOC(=O)N1CCN(C(=O)c2cn(C)c(=O)c3c2c2ccccc2n3C)CC1	40*	-2	-4	12	-2	94	96	2	0
CCCCOC(=O)Nc1sc2nc(C)cc(C)c2c1-n1cccc1	.	16	-2	7	-3	.	.	-18	-2
CCc1nnc2c3cnn(-c4ccccc4)c3ncn12	104	-7	1	3	-5	95	98	8	-5
COc1ccc2c(=O)c(-c3ccccc3)c(C)oc2c1	85	1	3	5	-5	108	95	-1	-3
COc1ccc(-n2nnnc2SCC(=O)c2ccc(O)c(O)c2)cc1	26*	7	-38	-2	24	61	89	-9	-6
Cc1nn(CC(=O)Nc2ccc(C(=O)N(C)C)cc2)c(=O)c2ccccc12	100	-25	1	-3	-13	100	93	25	-2
O=C(CN1C(=O)C2CCCCC2C1=O)Nc1nc(-c2ccccn2)cs1 (configuration not stated)	80	-2	-3	-2	-32	50	70	2	-4

Profiles, looked up by structure. Order of screens: H69AR inhibit | sEH inh | PTPN22 act | PostGolgi ctrl | S1P2 antag | HUVEC inhibit | Lung fibro prol | sEH act | S1P2 agonist
Shown for CCOC(=O)N1CCN(C(=O)c2cn(CC)c3ccc(S(=O)(=O)N4CCCC4)cc3c2=O)CC1 → 99 | 5 | -4 | 1 | -13 | 103 | 97 | -4 | -4
Shown for CCc1nnc2c3cnn(-c4ccccc4)c3ncn12 → 104 | -7 | 1 | 3 | -5 | 95 | 98 | 8 | -5

(listing goes on)
SMILES	H69AR inhibit	sEH inh	PTPN22 act	PostGolgi ctrl	S1P2 antag	HUVEC inhibit	Lung fibro prol	sEH act	S1P2 agonist
Cc1cccc(Nc2nc(-c3cccs3)cs2)n1	62	2	1	.	-11	80	89	3	-4
CCCOc1ccc(N2CC(C(=O)Nc3ccccc3F)CC2=O)cc1 (configuration not stated)	89	-8	2	-2	19	94	95	9	-4
O=C(NCC1CCCO1)c1ccc2nc(N3CCCCC3)sc2c1 (configuration not stated)	95	.	.	4	.	99	102	.	.
CC1CCN(c2c(NCc3ccc(C(=O)NCC4COc5ccccc5O4)cc3)c(=O)c2=O)CC1 (configuration not stated)	86	30	-2	.	-6	90	108	-31	-4
O=C1c2ccccc2C(=O)N1CCn1nc(Cl)nc1Cl	92	.	.	-6	.	89	96	.	.
CC(CN1CCOCC1)C(=O)c1ccccc1 (configuration not stated)	111	2	10	8	-1	95	107	-4	-5
COCC(C)n1c(C)cc(C(=O)CSc2nc3ccccc3c(=O)[nH]2)c1C (configuration not stated)	98	-9	-4	16	23	79	90	8	-5
O=C(c1ccco1)n1nc(NCc2ccccc2)nc1NCc1ccccc1	93	3	9	79*	-17	101	93	-2	-5
Cc1cc2ncn(C(=O)N3CCCCCC3)c2cc1C	86	-5	-5	.	-1	98	105	5	-6
Cc1ccc(C)c(N(CC(=O)N/N=C/c2ccc(-c3ccc([N+](=O)[O-])cc3)o2)S(=O)(=O)c2ccccc2)c1	.	17	-8	7	67*	.	.	-17	-15
O=C(O)CCCn1nc(-c2ccccc2)c2ccccc21	89	.	.	16	.	86	97	.	.
CC(=O)NCC(=O)OCC(=O)Nc1ccc(C(C)=O)cc1	83	.	.	10	.	102	103	.	.
Cc1cc(C(=O)OCC(=O)c2cccc([N+](=O)[O-])c2)c2cccc(C)c2n1	.	0	12	14	-23	.	.	3	-11
C[N+]1(CC(=O)Nc2ccc(F)cc2)CCN(C(=O)c2ccco2)CC1	67	5	-4	13	2	93	98	-5	-10
CCC(NS(=O)(=O)c1ccc(C)cc1)C(=O)N1CCC2(O)CCCCC2C1 (configuration not stated)	96	-8	-2	7	6	91	101	9	1
CC(C)C(O)(C#CCN1CCCC1)c1ccccc1 (configuration not stated)	89	-10	-12	10	1	95	104	14	-5
COc1cccc(-n2c(SCC(=O)Nc3cc(C)on3)nc3c([nH]c4ccccc43)c2=O)c1	92	-1	-5	5	-9	79	78	1	12
O=C1CSC(c2ccccn2)N1c1ccc2ccccc2c1 (configuration not stated)	99	1	6	19	-5	112	97	3	-3
CN(Cc1ccccc1)c1nc(-c2ccc([N+](=O)[O-])cc2)nc2ccccc12	.	-5	-2	11	19	.	.	6	0
Cc1cc2ccccc2cc1CN1CCOCC1	97	1	11	-1	9	80	.	1	-8
O=C1CCCN1CC(O)CS(=O)(=O)c1ccccc1 (configuration not stated)	.	-21	-2	0	14	.	.	20	-6
O=C(c1ccc2c(c1)OCO2)N1CCCC(c2ccccc2)C1 (configuration not stated)	99	1	0	22	1	102	105	2	-6
Cc1ccc(N(C(=O)C2CCC(=O)N2)C2(C(=O)NC3CCCC3)CCCCC2)cc1 (configuration not stated)	80	0	24	10	-8	96	101	-3	-4
O=C(c1ccco1)N1CCN(Cc2nc3ccc([N+](=O)[O-])cc3c(=O)n2-c2ccccc2F)CC1	70	-1	-9	11	13	92	101	-2	-5
O=S(=O)(N1CCCCC1)N1CCN(c2ccc(F)cc2)CC1	131	-11	7	5	12	98	96	10	-6
SMILES	H69AR inhibit	sEH inh	PTPN22 act	PostGolgi ctrl	S1P2 antag	HUVEC inhibit	Lung fibro prol	sEH act	S1P2 agonist
CCCOc1cccc(NC(=O)c2cc(C)oc2C)c1	80	10	5	0	14	90	96	-10	-2
CCCS(=O)(=O)N1CCN(CCCc2ccccc2)CC1	.	12	2	4	13	92	97	-11	-6
CC(=O)c1ccc(N2CCN(C(=O)c3cc4c(-c5ccccc5F)nn(C)c4s3)CC2)cc1	86	3	-9	11	7	79	101	-4	-3
O=C(NC1CCCCCC1)C1CCCN(S(=O)(=O)c2cccs2)C1 (configuration not stated)	83	70	-6	15	10	100	94	-69	-8
Cc1ccccc1Nc1nnc(C)c(=O)n1N	.	-3	-2	-9	-3	.	.	6	-4
COc1ccc(C2CC(c3ccccc3)=NN2C(=O)c2cccs2)cc1 (configuration not stated)	.	2	-8	67*	4	.	.	-4	-3
c1ccc2c(CCNc3ncnc4nc[nH]c34)cccc2c1	68	13	-6	.	1	67	103	-11	-3
Cn1c(=O)cc(OCCCC(=O)N2CCCCC2)c2ccccc21	81	6	15	19	-11	88	97	-7	-2
CC(=O)c1cc2c(cc1NC(=O)CSc1nnc(C)s1)OCO2	82	4	4	4	-9	93	93	-1	-4
Fc1ccc(-c2nc3nc4ccccc4nc3n2Cc2ccco2)cc1	70	10	-1	32*	-21	96	97	-11	0
CCOC(=O)N1CCN(CCC(=O)Nc2ccc(OC(F)(F)F)cc2)CC1	.	-5	-7	6	20	.	.	8	-4
O=C(Cc1ncc(C(F)(F)F)cc1Cl)N1CCN(c2ccc(F)cc2)CC1	.	-12	1	-2	-9	.	.	9	-6
CCc1nc2ccccc2c(C(=O)OCC(=O)Nc2cccc(S(=O)(=O)N3CCOCC3)c2)c1C	22*	19	2	3	15	57	76	-17	18*
O=C(Cc1cccs1)Nc1nnc(SCC(=O)N2CCCCC2)s1	93	.	0	16	10	102	105	.	-6
CSc1nc2ccccc2cc1/C=C(\C#N)c1cccc(Cl)c1	.	-6	4	3	15	.	.	6	-5
CCCCN(C)C(=O)c1ccc(CS(=O)(=O)c2ccccc2C)o1	72	13	-1	0	11	110	100	-14	-4
Cc1cc(C(=O)N/N=C/c2cc(Br)ccc2OC(=O)c2ccccc2)n[nH]1	.	4	-6	-5	-11	.	.	-4	-6
O=C(CCCCCN1C(=O)c2ccccc2C1=O)Nc1ccc(S(=O)(=O)N2CCCCC2)cc1	79	66	0	8	16	88	99	-66	-1
O=C(c1ccccc1S(=O)(=O)NCc1ccccc1)N1CCCCC1	93	-4	3	21	.	90	102	8	.
CSCCC(NS(=O)(=O)c1ccc(Cl)cc1)C(=O)OCC(=O)N1CCOCC1 (configuration not stated)	83	3	-4	-2	4	104	104	-4	-3
CCNC(=O)C1CCN(S(=O)(=O)c2ccc(F)cc2)CC1	103	5	4	4	25	102	96	-6	-7
CCN(CC)CCCN(C(C)=O)c1nc(-c2cc(OC)ccc2OC)cs1	83	-9	-3	15	25	89	91	6	-4
O=C(c1csc2ccccc12)N1CCN(c2ccc(Cl)c(Cl)c2)CC1	.	-1	-18	36*	15	.	.	2	-3
COc1ccc(-c2nnc3sc(-c4ccco4)nn23)cc1OC	82	5	6	18	-31	94	109	-7	-8
O=C(CCn1nc(-c2ccc(Cl)cc2)c2ccccc2c1=O)NCCN1CCOCC1	92	-6	9	12	13	85	97	10	-3

The final 3 records of the part above open the next one:
SMILES	H69AR inhibit	sEH inh	PTPN22 act	PostGolgi ctrl	S1P2 antag	HUVEC inhibit	Lung fibro prol	sEH act	S1P2 agonist
O=C(c1csc2ccccc12)N1CCN(c2ccc(Cl)c(Cl)c2)CC1	.	-1	-18	36*	15	.	.	2	-3
COc1ccc(-c2nnc3sc(-c4ccco4)nn23)cc1OC	82	5	6	18	-31	94	109	-7	-8
O=C(CCn1nc(-c2ccc(Cl)cc2)c2ccccc2c1=O)NCCN1CCOCC1	92	-6	9	12	13	85	97	10	-3
COc1ccc(-c2cc(C(=O)Nc3nc4c(C)cccc4s3)c3ccccc3n2)cc1OC	.	-9	4	18	16	.	.	8	-4
Cc1ccc2c(Cl)c(C(=O)Nc3cc(C)on3)sc2c1	41	-2	-3	8	5	83	88	2	-3
Cc1noc(C)c1C(=O)N1CCN(Cc2ccccc2)CC1	90	-14	14	-4	2	103	97	12	-4
Cn1ncc(Br)c1C(=O)OCC(=O)Nc1nc(-c2ccccc2)cs1	86	-14	11	.	8	96	107	14	-3
O=C(CN(Cc1ccco1)C(=O)c1cc(=O)[nH]c2ccccc12)Nc1ccccc1Br	83	-5	-5	3	1	99	100	6	-7
CCN(CC)S(=O)(=O)c1ccc2[nH]cc(C(=O)NCCN3CCCCCC3)c(=O)c2c1	87	6	-3	21	19	101	101	-5	-8

Some of the compounds tested, so the mix of outcomes need not match the whole.
